Assay outcomes: PubChem, several laboratories
Fam108B inh = Fam108B inhibition, counter-screen for RBBP9 inhibitors. actives 0.33% (n = 300,000). AID 1947. recombinant Fam108B, FP-Rh probe fluorescence polarization. inhibition, % at 9.51 µM;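 active = inhibition above the screen mean inhibition plus 3 SD, computed separately per campaign, cut at about 18% in these data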;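 note: inhibitors lower polarization as less probe binds the enzyme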
GSTO1 inh = counter-screen for RBBP9 inhibitors: inhibitors of human GSTO1 | P78417 | recombinant GSTO1, activity-based probe fluorescence polarization | inhibition, % at 5.96 µM | actives 1.1% (n = 300,000) | AID 1974;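 active = inhibition above the campaign mean inhibition plus 3 SD, cut at about 35% in these data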;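 note: 0% = GSTO1-1 with DMSO and 100% = wells lacking GSTO1-1 enzyme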
PME-1 primary = blocks human protein phosphatase methylesterase 1 | actives 0.53% (n = 320,000) | Q9Y570 | recombinant PME-1, FP-Rh probe fluorescence polarization | inhibition, % at 5.9 µM;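 active = inhibition above the campaign mean of all compounds plus 3 SD, cut at about 26% in these data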;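 note: competitive labeling of PME-1 active site by serine hydrolase directed probe; 0% = PME-1 with DMSO and 100% = wells lacking PME-1 enzyme; inhibitors block probe labeling so polarization falls and inhibition rises; many of its hits are not listed in these tables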
GLD-1 TGE inh = GLD-1-TGE RNA interaction inhibition (C. elegans); Q17339; purified GLD-1 + fluorescein TGE RNA, fluorescence polarization; inhibition, % at 5.96 µM; actives 0.44% (n = 320,000); AID 2280;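 active = percent inhibition above a per-plate cutoff, the plate mean of test compounds plus 3 SD, cut at about 30% in these data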;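 note: 0% = DMSO wells with GLD-1 and probe and 100% = wells lacking GLD-1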
BCLXL inh = blocks human Bcl-xL binding to Bim BH3 peptide; actives 0.7% (n = 320,000); Q07817; inhibition, % at 10.9 µM; GST-Bcl-xL / FITC-Bim BH3 peptide fluorescence polarization;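 active = inhibition above the mean of all tested compounds plus 3 SD, cutoff set per campaign, cut at about 30% in these data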;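 note: 0% = DMSO wells and 100% = unlabeled Bim-BH3 peptide competitor; inhibitors lower millipolarization by displacing the labeled peptide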
MEX-5 binding = C. elegans MEX-5 TCR-2 RNA binding activity; actives 0.38% (n = 300,000); activity score (negative = inhibition of binding), % at 10 µM; MEX-5/FITC-TCR2 RNA binding, fluorescence polarization; hits give low values; Q9XUB2; AID 1832;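 active = inhibition past about -25% in most replicates, and total fluorescence under double the plate's negative control median, limit read from the data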;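 note: 0% = DMSO and -100% = 5 µM competing unlabeled TCR2 RNA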
TPT1 inh = inhibitors of Candida albicans tRNA 2'-phosphotransferase TPT1; recombinant caTPT1, FP RNA substrate dephosphorylation; inhibition, % at 5 µM; actives 0.81% (n = 300,000); AID 1962;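 active = inhibition above the mean of all tested compounds plus 3 SD, set per screening campaign, cut at about 24% in these data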;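 note: plate controls were DMSO alone for no effect and ferristatin control at 100 nM for full effect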
PAD4 FP inh = inhibitors of human PAD4; Q9UM07; recombinant PAD4, RCA probe fluorescence polarization; inhibition, % at 6.36 µM; actives 0.41% (n = 330,000); AID 485272;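 active = percent inhibition above a cutoff equal to the mean of all tested compounds plus 3 SD, cut at about 15% in these data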;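 note: 0% = PAD4 with RCA probe and DMSO and 100% = probe without PAD4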
Target sequence (Q9UM07 whole entry, looked up): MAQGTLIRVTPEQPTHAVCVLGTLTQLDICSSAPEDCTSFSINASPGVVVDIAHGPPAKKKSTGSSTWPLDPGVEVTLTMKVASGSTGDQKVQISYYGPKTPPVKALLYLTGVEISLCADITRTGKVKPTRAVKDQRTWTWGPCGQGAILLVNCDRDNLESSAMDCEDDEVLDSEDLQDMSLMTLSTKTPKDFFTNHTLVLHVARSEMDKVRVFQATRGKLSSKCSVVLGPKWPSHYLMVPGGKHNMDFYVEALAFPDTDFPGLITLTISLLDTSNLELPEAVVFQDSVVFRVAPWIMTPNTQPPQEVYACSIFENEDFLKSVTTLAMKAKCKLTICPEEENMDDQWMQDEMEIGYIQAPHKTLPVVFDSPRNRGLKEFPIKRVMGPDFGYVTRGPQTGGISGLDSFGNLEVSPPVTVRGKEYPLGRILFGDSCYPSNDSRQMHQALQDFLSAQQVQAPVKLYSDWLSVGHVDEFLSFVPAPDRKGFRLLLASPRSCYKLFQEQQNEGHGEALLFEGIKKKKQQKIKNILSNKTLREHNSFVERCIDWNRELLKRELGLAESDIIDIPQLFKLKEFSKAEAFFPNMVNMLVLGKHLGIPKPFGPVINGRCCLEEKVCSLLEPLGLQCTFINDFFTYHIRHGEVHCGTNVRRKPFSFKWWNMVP
MCL1-BIM inh = disrupts human MCL1 binding to BIM-BH3 peptide. Q07820. GST-MCL1 / FITC-Bim-BH3 fluorescence polarization. inhibition, % at 10.9 µM. actives 0.68% (n = 320,000);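 active = inhibition above the mean inhibition of all tested compounds plus 3 SD, set per campaign, cut at about 40% in these data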;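 note: 0% = DMSO wells and 100% = unlabeled Bim-BH3 peptide control; higher means more loss of mP so more displacement of Bim peptide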
Target sequence (Q07820 whole entry, looked up): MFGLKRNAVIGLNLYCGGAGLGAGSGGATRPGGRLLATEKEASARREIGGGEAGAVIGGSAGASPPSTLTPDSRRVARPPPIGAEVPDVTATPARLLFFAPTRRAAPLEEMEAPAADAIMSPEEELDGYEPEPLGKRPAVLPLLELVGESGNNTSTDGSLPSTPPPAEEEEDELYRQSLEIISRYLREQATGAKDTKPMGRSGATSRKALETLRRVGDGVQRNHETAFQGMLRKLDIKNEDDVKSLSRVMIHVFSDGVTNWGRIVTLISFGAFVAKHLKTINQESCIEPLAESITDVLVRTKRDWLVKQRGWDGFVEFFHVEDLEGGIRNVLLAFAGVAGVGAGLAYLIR
Numbers without * were called inactive; . = not tested or not shown.

SMILES | Fam108B inh | GSTO1 inh | PME-1 primary | GLD-1 TGE inh | BCLXL inh | MEX-5 binding | TPT1 inh | PAD4 FP inh | MCL1-BIM inh
COc1ccc(CN2CCN(C(=O)Cn3c(=O)oc4cc(Cl)ccc43)CC2)c(OC)c1OC | -1.5 | -4.9 | -1.4 | 3.5 | -3.2 | 0.4 | -0.8 | -3.0 | 3.6
Cc1ccc2nc(-c3cccnc3SCC(=O)N3c4ccccc4CC3C)[nH]c2c1 (stereo not drawn) | -19.5 | -4.9 | -27.1 | -3.3 | 1.3 | 2.2 | 2.7 | -2.7 | 8.3
Cc1ccc(CNC(=O)COc2ccc(S(=O)(=O)N3CCOCC3)cc2)cc1 | 2.0 | 10.1 | 0.3 | 2.1 | 4.7 | 5.0 | 2.8 | -2.3 | 7.1
Cc1ccc(Nc2nc(N)nc(CN3CCN(Cc4ccccc4)CC3)n2)cc1Cl | -3.0 | 4.5 | 2.3 | -6.8 | -1.6 | 2.3 | -2.6 | 7.0 | 7.5
CCOC(=O)N1CCN(S(=O)(=O)c2ccc(C(=O)N(CCN(C)C)c3nc4ccc(CC)cc4s3)cc2)CC1 | -1.0 | -0.2 | -2.8 | -12.2 | 2.1 | -0.1 | -1.8 | -0.4 | 1.0
O=C1NCCCC1C(=O)N1CCCCC1 (stereo not drawn) | -2.5 | 5.8 | 2.4 | 6.5 | 1.7 | -0.4 | -0.8 | -0.2 | -3.6
O=[N+]([O-])c1cccc(-c2ccc(C(=S)N3CCOCC3)o2)c1 | -2.5 | -4.5 | 8.8 | 1.4 | 4.9 | -2.2 | 3.2 | -9.4 | 10.7
COc1cc2cc(CCCOC(=O)c3ccc(Br)cc3)oc(=O)c2cc1OC | . | . | 7.1 | -2.0 | 2.2 | . | . | -2.1 | -2.3
O=C(O)c1cc(S(=O)(=O)Nc2ccc3oc(=O)sc3c2)ccc1O | 3.6 | 59.8* | 2.0 | 1.2 | 15.4 | -10.5 | -0.2 | 36.5* | 35.8
COc1ccc(-c2nn(-c3ccccc3)cc2/C=C2/SC(=S)N(Cc3ccco3)C2=O)c(C)c1 | 0.3 | 0.4 | -3.8 | 7.1 | 6.3 | -1.4 | -1.5 | -2.9 | 13.4
O=C(COC(=O)Cc1c[nH]c2ccccc12)Nc1c(Cl)cccc1C(F)(F)F | 0.8 | 5.2 | -5.3 | 6.6 | -6.5 | 1.1 | -0.3 | 2.5 | -5.3
CCOC(=O)c1c(NC(=O)C[n+]2ccc(N(C)C)cc2)sc(C)c1C | -1.9 | 3.8 | -1.5 | -5.1 | -2.9 | -1.9 | 3.7 | -6.2 | 0.8
CCOCCCNC(=O)C(c1ccc(C)cc1)N(Cc1cccs1)C(=O)c1ccccn1 (stereo not drawn) | 1.3 | 7.9 | -6.7 | 4.5 | 4.5 | 0.7 | -0.9 | 3.2 | 7.6
CC(NS(=O)(=O)c1ccc(Br)s1)c1ccccc1 (stereo not drawn) | 2.4 | 7.3 | 12.5 | 0.6 | 7.3 | 0.1 | -1.2 | -2.6 | 7.3
COc1cc(NC(=O)COC(=O)CCOc2ccc(C)cc2)cc(OC)c1 | -3.2 | -0.4 | 5.9 | 3.4 | 1.8 | -0.7 | -0.8 | -2.6 | -3.5
Brc1cccc(OCCOCCn2ccnc2)c1 | 2.7 | -3.9 | -3.7 | 5.4 | 4.7 | 1.0 | 0.5 | 1.2 | -1.9
CCOC(=O)N1CCC(N(C(=O)Nc2ccccc2)C(C)CC)CC1 (stereo not drawn) | -1.3 | -0.7 | -1.2 | -0.9 | 7.2 | -0.1 | -3.9 | 0.1 | 8.9
CC1(C)C2CCC1(CS(=O)(=O)NCc1ccc(Cl)cc1Cl)C(=O)C2 (stereo not drawn) | -0.8 | -1.4 | -1.2 | 0.2 | -0.4 | -0.8 | -4.3 | 3.4 | 0.0
Cc1cc(C=O)c(C)n1-c1ccc(N2CCCC2)c([N+](=O)[O-])c1 | -1.8 | -3.4 | -0.9 | -1.5 | -1.1 | 0.1 | 1.5 | 1.4 | 5.4
O=C(NC(=S)NC(CO)c1ccccc1)c1ccc(F)cc1 (stereo not drawn) | -1.7 | 7.1 | 1.2 | -6.3 | 2.7 | -3.8 | 0.4 | -1.9 | 3.8
CC(=O)N1CCN(C(=O)c2cc(S(=O)(=O)NCc3ccccc3)ccc2C)CC1 | 2.0 | 2.8 | 0.7 | 1.1 | 0.1 | -0.8 | -1.4 | 2.2 | 0.7
COc1cnn(Cc2ccccc2)c(=O)c1SCc1ccccc1 | -2.3 | 4.3 | 5.6 | 0.4 | 0.3 | -3.3 | -2.9 | -7.4 | 5.2
CCN1CCCC1CNC(=O)c1ccc(N2CCOCC2)c(NS(=O)(=O)c2ccc(OC)cc2)c1 (stereo not drawn) | -6.2 | 2.6 | -0.8 | -0.5 | 4.5 | 2.6 | 3.1 | -2.8 | -6.0
Cc1onc(-c2c(F)cccc2Cl)c1C(=O)NC(=S)NC1CCSC1=O (stereo not drawn) | -0.2 | 0.2 | -2.7 | 3.2 | 6.5 | 0.3 | -0.3 | -4.7 | 5.6
CCOC(=O)c1nnn(-c2nonc2OC)c1-c1ccccc1 | 7.1 | -3.6 | -0.5 | 4.6 | 1.8 | 2.6 | 1.9 | 2.8 | -0.5
CC1CCCCN1C(=O)CSc1nc(N)cc(=O)[nH]1 (stereo not drawn) | -0.5 | -2.0 | -1.6 | -6.7 | -6.6 | -3.6 | -3.8 | -7.2 | -1.4
COc1ccc(C(=O)n2nc(-c3ccco3)nc2N)cc1 | -1.9 | -1.9 | 1.9 | -2.8 | 3.7 | 0.5 | -8.3 | 3.0 | -5.6
CNC(=O)c1c(NC(=O)c2ccc(S(=O)(=O)N3CCCCC3C)cc2)sc2c1CCN(C)C2 (stereo not drawn) | 0.7 | -5.2 | 12.8 | -4.1 | 0.5 | -26.2* | 8.2 | 1.5 | -1.6
CC(C)Oc1ccc(CNCCC2(C(C)C)CCOC(C)(C)C2)cc1 (stereo not drawn) | 3.5 | 3.2 | -2.1 | -1.1 | 3.3 | 0.7 | -4.2 | -6.5 | 4.2
CCN(CC)CCn1c2c(c(SCC(=O)Nc3nc4ccccc4s3)nc1=O)CCC2 | -1.9 | 9.9 | 2.1 | -4.9 | 3.5 | -1.6 | 2.2 | 17.3* | 0.5
COc1ccc(NC(=O)C(=O)c2cn(CC(=O)N3CCCC3)c3ccccc23)c(OC)c1 | 2.8 | -0.2 | 1.2 | -1.3 | 3.3 | -2.2 | -2.3 | -2.9 | 3.1
Cn1/c(=N\NC(=O)C2CCCCC2)sc2ccccc21 | 0.3 | 0.6 | 6.2 | 6.2 | 2.5 | -0.6 | 0.5 | 1.8 | 0.9
CCCc1[nH][nH]c(=O)c1C(c1cccc(Cl)c1)C(C#N)C#N (stereo not drawn) | 1.0 | -11.5 | -3.1 | -5.1 | -0.4 | 0.5 | 1.1 | -5.4 | -2.2
CN(C)C(CNC(=O)c1cccc(NS(=O)(=O)c2ccc(Br)cc2)c1)c1ccco1 (stereo not drawn) | -0.8 | -4.7 | 4.1 | 6.4 | -1.8 | 0.1 | -1.3 | -0.4 | -5.7
COc1ccc(OCCN2C(=O)c3ccccc3C2=O)cc1 | 0.1 | -1.0 | -4.8 | 3.0 | 4.9 | -0.3 | -0.1 | -10.1 | 1.4
COc1cccc(N2CCN(CC(=O)Nc3ccnn3C3CCCC3)CC2)c1 | . | . | 0.5 | -0.1 | -2.3 | . | . | 2.8 | -0.6

Quoted at random: 2 entries already listed, in no set order.
SMILES | Fam108B inh | GSTO1 inh | PME-1 primary | GLD-1 TGE inh | BCLXL inh | MEX-5 binding | TPT1 inh | PAD4 FP inh | MCL1-BIM inh
CCOC(=O)N1CCC(N(C(=O)Nc2ccccc2)C(C)CC)CC1 (stereo not drawn) | -1.3 | -0.7 | -1.2 | -0.9 | 7.2 | -0.1 | -3.9 | 0.1 | 8.9
COc1cnn(Cc2ccccc2)c(=O)c1SCc1ccccc1 | -2.3 | 4.3 | 5.6 | 0.4 | 0.3 | -3.3 | -2.9 | -7.4 | 5.2

Other entries follow:
SMILES | Fam108B inh | GSTO1 inh | PME-1 primary | GLD-1 TGE inh | BCLXL inh | MEX-5 binding | TPT1 inh | PAD4 FP inh | MCL1-BIM inh
O=S(=O)(Nc1cnc2ccccc2c1)N1CCCCCC1 | 2.5 | 6.5 | 3.2 | -0.8 | 0.5 | 2.0 | 1.1 | -1.0 | -1.1
COc1ccc(OCc2cc(C(=O)NC(C)c3cnn(C)c3)no2)c(Cl)c1 (stereo not drawn) | 4.0 | -7.3 | -3.4 | -0.3 | 6.1 | -2.1 | -1.2 | -1.5 | 1.4
CS(=O)(=O)N(CC(=O)Nc1ccc(S(=O)(=O)N2CCOCC2)cc1)c1ccccc1Br | -2.0 | -11.4 | -2.4 | -3.2 | -2.9 | -2.4 | -3.1 | -2.8 | 1.3
O=C(NNS(=O)(=O)c1ccc2ccccc2c1)c1cccs1 | 8.8 | -2.1 | 6.2 | -5.9 | 0.8 | -0.4 | 4.0 | -0.9 | -6.7
COc1ccc(C(=O)N/C(=C\c2ccccc2)C(=O)Nc2ccccc2C(=O)O)cc1 | -2.3 | -2.0 | -4.8 | -0.8 | 1.2 | -0.6 | -0.4 | -0.2 | -2.5
COCCCN(Cc1ccco1)C(=O)c1cc2c(s1)-c1ccc(Cl)cc1S(=O)(=O)C2 | 5.1 | 6.7 | 6.4 | 5.6 | -0.3 | 0.7 | 1.8 | 3.4 | -0.7
CCn1cc(C(=O)NCc2ccco2)c2cc(OC)c(OC)cc2c1=O | 0.7 | 0.9 | -1.1 | 5.3 | 5.0 | 1.8 | -1.6 | -2.0 | -1.9
COC(=O)C1=C(C)NC(C)=C(C(=O)OCC2CCCO2)C1c1cccc(Cl)c1 (stereo not drawn) | 2.7 | -0.5 | -0.7 | 4.8 | 2.9 | -1.0 | 0.0 | -4.2 | -7.9
COc1ccccc1-c1nc(N)n[nH]1 | 3.4 | -2.7 | -2.2 | 4.2 | 5.1 | -2.7 | -0.7 | 1.5 | 3.6
CCCc1nc2oc3ccccc3c(=O)c2c(=O)n1-c1ccc(C)cc1 | -2.5 | 4.2 | 4.8 | -1.4 | 4.1 | -0.2 | 3.1 | -1.0 | 0.2
COc1cc(CNc2ncn[nH]2)cc(Br)c1OC | 0.5 | -2.2 | -2.1 | -1.3 | 3.2 | 0.6 | -1.6 | -3.5 | 2.6
O=C(c1ccc(N2CCCC2=O)cc1)N1CCN(c2ccccc2F)CC1 | 0.4 | -7.9 | -1.7 | 1.6 | 0.4 | -1.0 | -2.5 | -2.0 | -3.7
Cc1cccc(/C=C2\CCC(C3CCCC3)C2=O)c1 (stereo not drawn) | 5.0 | 3.2 | -0.2 | 4.3 | 6.4 | 1.2 | -1.0 | 2.1 | 0.1
O=C(O)c1cc(N2C(=O)C3C4C=CC(C4)C3C2=O)ccc1NCc1cccnc1 (stereo not drawn) | 0.4 | -1.3 | -3.9 | 3.4 | 4.5 | -1.6 | -1.8 | 0.0 | 9.0
CCOC(=O)C1CCN(C(=O)N2CCOCC2)CC1 | -3.2 | 5.7 | 1.2 | -0.8 | 4.5 | -5.3 | 0.5 | 1.1 | 0.5
COc1ccc2oc(=Nc3cc(F)ccc3F)c(C(N)=O)cc2c1 | -1.4 | -4.2 | 4.4 | -9.1 | -1.0 | 0.2 | 3.5 | -3.3 | 0.0
Cc1nn(-c2ccccc2)c(C)c1C(=O)Nc1ccc(N2CCOCC2)cc1 | 6.1 | -0.6 | 2.4 | 5.6 | 2.3 | 3.2 | -4.5 | 0.6 | 1.1

The list is partial; count on the stated rates, not on these rows.
